Source: PubChem BioAssay (Broad Institute)
PRC2 inh: EZH2/PRC2 methyltransferase inhibitors, primary screen, biochemical, DELFIA time-resolved fluorescence, single point | Histone-lysine N-methyltransferase EZH2 (Homo sapiens), Q15910 | PRC2 H3K27 methylation, DELFIA TRF, 1 h | inhibition, % at 12.5 µM | hit rate 0.35% among 57,000 | AID 651548, 2012;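 active = mean inhibition of replicates at least 50% and every single replicate also reaching 50%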;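 also: dimethyl H3K27 on biotinylated H3 21-44 peptide detected by antibody; plate controls were median neutral control wells for no effect and median positive control wells for full effect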
IDH1 mut inh: inhibitors of IDH1 R132H reductase, primary screen, biochemical, plate reader, single point | Isocitrate dehydrogenase [NADP] cytoplasmic (Homo sapiens), O75874 | diaphorase/resazurin fluorescence, 60 min | inhibition, % at 10 µM | hit rate 0.18% among 70,000; in the data active = inhibition above about 34%;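 also: 0% = DMSO and 100% = no enzyme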
Target sequence (O75874 whole entry R132H): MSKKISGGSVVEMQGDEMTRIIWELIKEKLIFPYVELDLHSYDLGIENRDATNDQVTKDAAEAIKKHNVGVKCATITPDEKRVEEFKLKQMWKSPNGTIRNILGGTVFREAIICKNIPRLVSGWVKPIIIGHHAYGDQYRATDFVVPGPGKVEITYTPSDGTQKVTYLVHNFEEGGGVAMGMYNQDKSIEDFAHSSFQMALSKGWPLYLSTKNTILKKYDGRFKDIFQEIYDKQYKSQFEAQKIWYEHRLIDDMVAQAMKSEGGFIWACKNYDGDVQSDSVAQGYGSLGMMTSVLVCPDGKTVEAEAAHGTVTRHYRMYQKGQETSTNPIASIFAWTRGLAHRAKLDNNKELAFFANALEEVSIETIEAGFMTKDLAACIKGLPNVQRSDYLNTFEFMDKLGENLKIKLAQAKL
* marks the source's active call; other numbers are inactive results; · = no result given.

SMILES | PRC2 inh | IDH1 mut inh
CC(=O)N(C)C[C@@H]1Oc2cc(C#CCC(C)C)ccc2S(=O)(=O)N([C@@H](C)CO)C[C@@H]1C | -4 | 2.6
C[C@@H]1CN([C@@H](C)CO)C(=O)c2cc(-c3ccccc3F)cnc2O[C@@H]1CN(C)C(=O)C1CCCCC1 | · | -0.6
C[C@H]1CN([C@@H](C)CO)C(=O)c2cc(NC(=O)c3ccncc3)ccc2O[C@@H]1CN(C)S(=O)(=O)c1ccc(Cl)cc1 | 9 | -0.2
Cc1noc(C)c1S(=O)(=O)Nc1ccc2c(c1)C(=O)N([C@H](C)CO)C[C@@H](C)[C@H](CN(C)S(=O)(=O)c1cccs1)OCCCC[C@@H](C)O2 | · | 0.1
C[C@@H]1CN([C@@H](C)CO)C(=O)Cc2cc(NS(C)(=O)=O)ccc2O[C@@H]1CN(C)Cc1ccc(Oc2ccccc2)cc1 | · | -1.0
CC(C)C#Cc1ccc2c(c1)O[C@H](CN(C)C(=O)c1ccncc1)[C@@H](C)CN([C@H](C)CO)S2(=O)=O | -12 | ·
C/C=C/c1ccc2c(c1)O[C@H](CN(C)C(=O)c1ccccn1)[C@@H](C)CN([C@H](C)CO)S2(=O)=O | -4 | -1.8
C[C@H](CO)N1C[C@H](C)[C@@H](CN(C)C(=O)C2CCCCC2)Oc2ncc(/C=C/c3ccccc3)cc2C1=O | -9 | 0.1
Cc1ccc(S(=O)(=O)N[C@H]2CC[C@H](CCn3cc(C(C)C)nn3)O[C@H]2CO)cc1 | -8 | 0.2
O=C(CSc1nc2ccccc2c(=O)n1-c1ccccc1)NCC1CCCO1 (centres undefined) | 27 | 0.2
O=C(CCN1CCCCC1)NCC[C@@H]1CC[C@@H](NC(=O)c2ccc(F)cc2)[C@@H](CO)O1 | 8 | -0.2
COc1ccc(NC(=O)N(C)C[C@H]2Oc3ccc(NC(=O)Nc4cccc5ccccc45)cc3C(=O)N([C@@H](C)CO)C[C@H]2C)cc1 | · | -5.1
C[C@H](CO)N1C[C@H](C)[C@H](CN(C)S(=O)(=O)c2ccccc2)Oc2ccc(NC(=O)C3CCCCC3)cc2C1=O | -5 | 0.8
COC(=O)c1c(C)oc2ccc(NS(=O)(=O)c3cc(OC)ccc3OC)cc12 | 2 | -0.8
CC(C)CC#Cc1cnc2c(c1)C(=O)N([C@H](C)CO)C[C@H](C)[C@H](CN(C)S(C)(=O)=O)O2 | 5 | 2.2
CO[C@H]1CN(C)C(=O)c2ccc(NS(C)(=O)=O)cc2OC[C@@H](C)N(Cc2ccccn2)C[C@@H]1C | -29 | ·
O=C(O)CCCCCCC(=O)N/N=C/c1ccc2ccccc2n1 | 18 | 0.5
COCC(=O)Nc1ccc2c(c1)[C@@H]1C[C@@H](CC(=O)N(C)C)O[C@@H](CO)[C@@H]1O2 | 3 | -1.1
CO[C@H]1CN(C)C(=O)c2ccc(NC(=O)Nc3ccc(Cl)cc3)cc2OC[C@@H](C)N(C(=O)Nc2c(C)noc2C)C[C@H]1C | -10 | -0.1
C[C@H]1CN([C@@H](C)CO)C(=O)c2cccc(NS(=O)(=O)c3ccccc3)c2O[C@H]1CN(C)Cc1ccccc1 | -3 | ·
O=C(C[C@@H]1CC[C@@H](NC(=O)c2ccccn2)[C@@H](CO)O1)NCc1cccc(F)c1 | 10 | -0.1
C[C@@H]1CCCCO[C@H](CN(C)C)[C@@H](C)CN([C@@H](C)CO)C(=O)c2cc(NS(=O)(=O)c3ccc(Cl)cc3)ccc2O1 | -2 | 0.2
Cn1c(SCC(=O)Nc2ccc(Cl)cc2Cl)nnc1-c1ccc(Br)cc1 | 14 | 0.6
C[C@@H]1CN([C@H](C)CO)C(=O)c2cc(NC(=O)Nc3ccc4c(c3)OCO4)ccc2O[C@H]1CN(C)Cc1ccc(C(=O)O)cc1 | · | -6.1
C[C@H](CO)N1C[C@H](C)[C@@H](CN(C)S(=O)(=O)c2ccc(Cl)cc2)Oc2ccc(NC(=O)Cc3ccccc3)cc2CC1=O | -29 | 0.1

Further entries
SMILES | PRC2 inh | IDH1 mut inh
Cc1ccc(S(=O)(=O)Nc2ccc3c(c2)C(=O)N([C@H](C)CO)C[C@@H](C)[C@@H](CN(C)C(=O)Nc2ccc(F)cc2)O3)cc1 | 1 | -0.2
C[C@H]1CN([C@@H](C)CO)S(=O)(=O)c2ccc(-c3ccccc3)cc2O[C@@H]1CN(C)C(=O)c1ccc2c(c1)OCO2 | -7 | -0.1
CC(C)NC(=O)N(C)C[C@H]1Oc2ccc(NC(=O)NC3CCCCC3)cc2C(=O)N([C@H](C)CO)C[C@H]1C | · | 0.2
C[C@@H]1CCCCO[C@H](CN(C)Cc2ccc3c(c2)OCO3)[C@H](C)CN([C@@H](C)CO)C(=O)c2cc(NC(=O)c3ccncc3)ccc2O1 | · | 0.4
C[C@@H]1CN([C@@H](C)CO)C(=O)CCCn2nncc2CO[C@@H]1CN(C)C(=O)Nc1ccc2c(c1)OCCO2 | · | -0.4
C[C@H](CO)N1C[C@H](C)[C@@H](CN(C)Cc2ccncc2)Oc2ccc(NS(=O)(=O)c3ccc(Cl)cc3)cc2CC1=O | -3 | 9.5
CC(C)NC(=O)N(C)C[C@@H]1OCCCC[C@H](C)Oc2ccc(NC(=O)Cc3ccccc3)cc2C(=O)N([C@@H](C)CO)C[C@H]1C | 24 | 0.5
CNC[C@H]1Oc2ccc(NS(=O)(=O)c3ccc(F)cc3)cc2C(=O)N([C@H](C)CO)C[C@@H]1C | -9 | 2.6
CO[C@@H]1CN(C)C(=O)c2cc(NS(=O)(=O)CC(F)(F)F)ccc2OC[C@@H](C)N(Cc2ccccn2)C[C@@H]1C | 4 | 0.1
Cc1noc(C)c1NC(=O)N(C)C[C@H]1OCCCC[C@H](C)Oc2ccc(N(C)C)cc2C(=O)N([C@H](C)CO)C[C@H]1C | 6 | 0.3
CCCNC(=O)N(C)C[C@@H]1Oc2cc(C#CCC(C)C)ccc2S(=O)(=O)N([C@H](C)CO)C[C@@H]1C | 7 | 0.1
C[C@@H]1CN([C@@H](C)CO)C(=O)c2cccc(NC(=O)C3CCOCC3)c2O[C@H]1CN(C)C(=O)Nc1ccc(C(F)(F)F)cc1 | 10 | 2.3
CCCC#Cc1cnc2c(c1)C(=O)N([C@H](C)CO)C[C@@H](C)[C@@H](CN(C)C(=O)C1CCC1)O2 | -22 | 0.0
COc1ccc(CN(C)C[C@@H]2OCCCC[C@H](C)Oc3ccc(N(C)C)cc3C(=O)N([C@H](C)CO)C[C@@H]2C)cc1 | -3 | 0.0
C[C@@H]1CCCCO[C@H](CN(C)C(=O)CCCN(C)C)[C@@H](C)CN([C@H](C)CO)C(=O)c2cc(NS(=O)(=O)c3cccs3)ccc2O1 | · | 3.2
Cc1noc(C)c1S(=O)(=O)N(C)C[C@@H]1Oc2ccc(NC(=O)Cc3ccccc3)cc2CC(=O)N([C@@H](C)CO)C[C@@H]1C | · | 0.7
C[C@H]1CN([C@@H](C)CO)C(=O)Cc2cc(NC(=O)Cc3ccccc3)ccc2O[C@@H]1CN(C)C(=O)Nc1cccc2ccccc12 | -9 | -1.5
COCC(=O)N[C@H]1CC[C@H](CC(=O)NCc2ccc(Cl)cc2)O[C@@H]1CO | -3 | -0.1
C[C@@H]1CN([C@@H](C)CO)C(=O)c2cc(-c3cccc(F)c3)cnc2O[C@@H]1CN(C)CC1CCOCC1 | 4 | -0.2
CCCC#Cc1cnc2c(c1)C(=O)N([C@@H](C)CO)C[C@@H](C)[C@@H](CN(C)C(=O)c1cccc(F)c1)O2 | · | 0.1
C[C@@H]1CCCCO[C@H](CN(C)C(=O)NC2CCCCC2)[C@H](C)CN([C@@H](C)CO)C(=O)c2cc(NC(=O)Nc3cccc4ccccc34)ccc2O1 | · | 0.6
O=C1CSC(c2ccccc2)N1c1cccc(Cl)c1 (centres undefined) | -2 | ·
C=CCOC(=O)C(=O)/C=C/C(C)(C)C | 0 | ·
C[C@H]1CN([C@@H](C)CO)C(=O)c2cc(NS(=O)(=O)c3ccccc3)ccc2O[C@@H]1CN(C)C(=O)Nc1ccccc1 | 6 | ·
CC(C)C#Cc1cnc2c(c1)C(=O)N([C@@H](C)CO)C[C@@H](C)[C@H](CN(C)C(=O)Nc1ccccc1F)O2 | · | 0.0

3 compounds already listed, ordered by number of heavy atoms, lowest first.
SMILES | PRC2 inh | IDH1 mut inh
O=C1CSC(c2ccccc2)N1c1cccc(Cl)c1 (centres undefined) | -2 | ·
C[C@@H]1CN([C@@H](C)CO)C(=O)CCCn2nncc2CO[C@@H]1CN(C)C(=O)Nc1ccc2c(c1)OCCO2 | · | -0.4
Cc1noc(C)c1NC(=O)N(C)C[C@H]1OCCCC[C@H](C)Oc2ccc(N(C)C)cc2C(=O)N([C@H](C)CO)C[C@H]1C | 6 | 0.3

The listing picks up with the 6 entries that preceded the break.
SMILES | PRC2 inh | IDH1 mut inh
CCCC#Cc1cnc2c(c1)C(=O)N([C@@H](C)CO)C[C@@H](C)[C@@H](CN(C)C(=O)c1cccc(F)c1)O2 | · | 0.1
C[C@@H]1CCCCO[C@H](CN(C)C(=O)NC2CCCCC2)[C@H](C)CN([C@@H](C)CO)C(=O)c2cc(NC(=O)Nc3cccc4ccccc34)ccc2O1 | · | 0.6
O=C1CSC(c2ccccc2)N1c1cccc(Cl)c1 (centres undefined) | -2 | ·
C=CCOC(=O)C(=O)/C=C/C(C)(C)C | 0 | ·
C[C@H]1CN([C@@H](C)CO)C(=O)c2cc(NS(=O)(=O)c3ccccc3)ccc2O[C@@H]1CN(C)C(=O)Nc1ccccc1 | 6 | ·
CC(C)C#Cc1cnc2c(c1)C(=O)N([C@@H](C)CO)C[C@@H](C)[C@H](CN(C)C(=O)Nc1ccccc1F)O2 | · | 0.0
O=C(C[C@@H]1C[C@H]2c3cc(NS(=O)(=O)c4ccccc4)ccc3O[C@H]2[C@H](CO)O1)N1CCOCC1 | -1 | -0.1
C[C@H](O)C#Cc1cnc2c(c1)C(=O)N([C@H](C)CO)C[C@@H](C)[C@H](CN(C)C(=O)Cc1ccncc1)O2 | 2 | 5.0
CC1(C)CC(=O)c2cc(C(=O)NCCCN3CCOCC3)c(=O)n(-c3ccccc3)c2C1 | -25 | 1.1
CCC(=O)N[C@H]1CC[C@@H](CC(=O)NCC2CCCCC2)O[C@@H]1CO | 6 | -0.1
C[C@@H]1CCCCO[C@@H](CN(C)S(=O)(=O)c2ccccc2)[C@@H](C)CN([C@H](C)CO)C(=O)c2cc(N(C)C)ccc2O1 | -3 | -1.8
C[C@@H]1CN([C@@H](C)CO)C(=O)c2cccc(NS(=O)(=O)c3cn(C)cn3)c2O[C@H]1CN(C)C(=O)Nc1ccc2c(c1)OCO2 | · | 0.5
CCN1C(=O)CS/C1=N\N1CCOCC1 | -9 | 1.9
Cc1ccccc1-c1cnc2c(c1)C(=O)N([C@@H](C)CO)C[C@H](C)[C@H](CN(C)Cc1cccnc1)O2 | -8 | 0.4
COc1ccc(NC(=O)Nc2ccc3c(c2)C(=O)N([C@@H](C)CO)C[C@@H](C)[C@H](CN(C)C)OCCCC[C@@H](C)O3)cc1 | -7 | -0.3
O=C(NCC[C@H]1CC[C@H](NS(=O)(=O)Cc2ccccc2)[C@H](CO)O1)C1CCC1 | 4 | 0.2
O=C(Nc1ccc2c(c1)OCO2)N[C@@H]1CC[C@@H](CCNC(=O)C2CCC2)O[C@@H]1CO | -5 | 0.1
Cc1noc(C)c1NC(=O)Nc1ccc2c(c1)CC(=O)N([C@H](C)CO)C[C@H](C)[C@@H](CN(C)C(=O)Nc1ccc(F)cc1)O2 | · | -0.6
Cc1ccc(S(=O)(=O)N(C)C[C@@H]2Oc3c(NC(=O)Nc4c(C)noc4C)cccc3C(=O)N([C@H](C)CO)C[C@@H]2C)cc1 | · | -1.8
CC(=O)Nc1nonc1-c1nc2ccccc2n1Cc1ccc(Cl)cc1Cl | · | 1.3
C[C@H](CO)N1C[C@H](C)[C@@H](CN(C)C(=O)C2CCCCC2)Oc2ncc(-c3ccccc3)cc2C1=O | 5 | -1.4
CCn1c(SCc2nc3ccccc3c(=O)[nH]2)nnc1-c1ccccc1Br | -2 | -0.7
C[C@@H](O)C#Cc1ccc2c(c1)O[C@@H](CN(C)C)[C@@H](C)CN([C@@H](C)CO)S2(=O)=O | · | 0.0
C[C@H]1CN([C@@H](C)CO)C(=O)c2cc(C#Cc3ccccc3F)cnc2O[C@H]1CN(C)S(=O)(=O)c1ccccc1F | · | -0.1
CNC[C@H]1Oc2ncc(C#Cc3cccc(OC)c3)cc2C(=O)N([C@H](C)CO)C[C@H]1C | -43 | -0.6
O=C(O)COc1ccc(NC(=O)c2cccc(I)c2)cc1 | -6 | 0.3
C[C@@H]1CN([C@@H](C)CO)C(=O)c2cc(/C=C/c3ccccc3)cnc2O[C@H]1CN(C)Cc1ccc2c(c1)OCO2 | · | 3.0
C[C@@H]1CCCCO[C@@H](CN(C)Cc2ccc(C(F)(F)F)cc2)[C@H](C)CN([C@H](C)CO)C(=O)c2cc(NC(=O)c3ccncc3)ccc2O1 | · | -4.5
CC(Oc1ccc(Br)cc1)C(=O)Nc1ncn[nH]1 (centres undefined) | 8 | -0.9
O=C(C1=C[C@H](c2csc3ccccc23)C[C@H](OCCCCO)O1)N1CCN(Cc2ccccc2)CC1 | 3 | ·
COc1ccc(NC(=O)N(C)C[C@H]2Oc3c(NS(=O)(=O)c4ccc(F)cc4)cccc3C(=O)N([C@@H](C)CO)C[C@@H]2C)cc1 | · | 1.8
C=C/C=C/[C@@H]1C(=C)CN2[C@H]1[C@H](Cc1ccccc1)OC(=O)[C@@H]2Cc1ccccc1 | 25 | ·
CO[C@H](CN(C)S(=O)(=O)c1ccc(Cl)cc1)[C@@H](C)CN(C(=O)Nc1ccccc1F)[C@H](C)CO | 0 | -0.1

Only part of the results is shown. The share of hits here may be higher or lower than overall.
